High-throughput results from PubChem.
TDP1 inh = TDP1 (human) enzyme inhibition | recombinant TDP1, AlphaScreen DNA substrate cleavage | Potency, µM (highest dose often 130 µM), for inactives: top-dose activity change, negative = inhibition, hits mostly inhibitors | 350,000 tested, 0.28% active | AID 485290; further: nearly all actives have a fitted effect of over 40% in size
Target sequence (Q9NUW8 whole entry, looked up): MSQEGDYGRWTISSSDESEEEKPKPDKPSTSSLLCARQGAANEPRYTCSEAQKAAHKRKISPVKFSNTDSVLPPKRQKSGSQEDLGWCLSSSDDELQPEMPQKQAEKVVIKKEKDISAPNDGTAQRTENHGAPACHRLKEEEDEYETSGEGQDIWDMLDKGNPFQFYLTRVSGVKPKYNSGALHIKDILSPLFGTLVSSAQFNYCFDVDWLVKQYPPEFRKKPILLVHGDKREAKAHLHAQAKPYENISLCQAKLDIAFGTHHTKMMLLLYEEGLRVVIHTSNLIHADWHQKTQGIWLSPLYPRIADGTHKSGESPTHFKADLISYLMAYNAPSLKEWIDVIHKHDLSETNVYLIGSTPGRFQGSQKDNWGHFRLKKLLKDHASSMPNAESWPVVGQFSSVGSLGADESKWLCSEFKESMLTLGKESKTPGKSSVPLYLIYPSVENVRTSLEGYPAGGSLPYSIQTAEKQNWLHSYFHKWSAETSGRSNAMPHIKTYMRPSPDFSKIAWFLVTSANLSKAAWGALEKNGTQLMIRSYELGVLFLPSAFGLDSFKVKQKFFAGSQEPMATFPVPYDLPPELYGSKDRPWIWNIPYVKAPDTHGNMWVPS
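E. coli-derived human Tdp1, 1 nM final. Cpd preinc 15 min RT; substrate 15 nM final, 5 min RT; AS bead mix 10 ug/ml final, 10 min RT. Signal loss = tyrosine-FITC cleavage. No-enzyme wells = max signal.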
FEN1 inhibitor = inhibitors of human flap endonuclease 1. AID 588795. Potency, µM (doses to about 114 µM), for inactives: at the top dose activity change, negative = inhibition, usual class: inhibitors. 390,000 tested, 0.35% active. Recombinant FEN1 flap cleavage, fluorescence, 15 min; further: nearly all actives have a fitted effect of over 65% in size
Target sequence (P39748 whole entry, looked up): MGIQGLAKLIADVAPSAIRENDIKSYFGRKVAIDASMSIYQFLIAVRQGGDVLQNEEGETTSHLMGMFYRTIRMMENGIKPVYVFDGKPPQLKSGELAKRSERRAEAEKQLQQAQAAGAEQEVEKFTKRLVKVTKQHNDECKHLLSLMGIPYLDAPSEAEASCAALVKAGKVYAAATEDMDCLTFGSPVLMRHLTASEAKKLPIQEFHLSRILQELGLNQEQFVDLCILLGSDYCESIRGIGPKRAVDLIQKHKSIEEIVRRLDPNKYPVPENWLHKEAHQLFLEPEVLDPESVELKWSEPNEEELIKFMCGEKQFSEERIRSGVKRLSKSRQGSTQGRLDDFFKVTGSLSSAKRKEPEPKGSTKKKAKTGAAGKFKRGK
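Potency values derive from four-parameter Hill fits of normalized qHTS data. The reaction used 10 nM FEN1 preincubated 15 min at room temperature with compound, then 50 nM DNA substrate, read at 0 and 15 min.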
N370S GC = inhibits or activates N370S mutant glucocerebrosidase | P04062 | N370S GC spleen homogenate, 4MU-glucoside fluorescence | Potency, µM (highest dose often 59.4 µM), inactives show at the highest dose activity change, negative = inhibition, usual class: inhibitors | 330,000 tested, 0.092% active | AID 2101;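 further: 0% = full enzyme activity and -100% = no enzyme basal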
* marks the source's active call; other numbers are inactive results; ? = inconclusive; . = not tested or not shown; & = joins results of further samples; [ ] = dose if it differs, or a comment. The call rests on the fitted dose curve; in most records, active means well fitted curve in the direction sought with a large enough effect; inconclusive means small, poorly fitted or top-dose-only effect, or another doubt; inactive means no such curve, though single readings can be large; an effect the other way counts as inactive or inconclusive. Unless noted, on the % scale 0 is the no-effect control and ±100 the full control effect; potency means the concentration at half of the fitted maximal effect.

Values in the order: N370S GC	TDP1 inh	FEN1 inhibitor
1: CCC(=N\NC(=O)COc1ccccc1OC)/C(CC)=N/NC(=O)COc1ccccc1OC
    .	-1%	18%
2: Cc1cccc2c1-c1sc(C(=O)N3CCN(c4ccc(F)cc4)CC3)cc1CO2
    .	-1%	-5%
3: Cc1nc(SCC(=O)NC2CCCCC2C)nc(C)c1C (stereo not given)
    .	0%	-10%
4: CS(=O)(=O)c1cnc(-c2ccccc2)nc1-c1ccc(Cl)c(Cl)c1
    -5%	3%	-6%
5: O=C(Cn1cnc2c(NC(=O)OCc3ccccc3)ncnc21)NCCN1CCOCC1
    .	0%	-3%
6: O=C(Nc1nnc(CC2=CCCCC2)s1)Nc1ccccc1F
    -1%	-1%	8%
7: CCOC(=O)c1ccc(NC(=O)NCCOCCn2c(=O)oc3ccccc32)cc1
    .	7%	2%
8: Cc1ccc(C)n1NC(=O)c1ccccc1O
    -14%	5%	-5%
9: O=C(OCc1csc(Nc2ccccc2)n1)c1ccc(Cl)cc1
    17%	3%	?
10: CCc1ccccc1NC(=O)C1CCCN(c2nn3c(=O)cc(C)nc3s2)C1 (stereo not given)
    -3%	.	6%
11: COc1ccc(Cl)cc1NC(=O)CSC1=Nc2ccccc2C2=NC(CC(=O)NCc3cccs3)C(=O)N12 (stereo not given)
    .	0%	30%
12: OC(C#CCCN1CCCCC1)(c1ccccc1)C1CCCCC1 (stereo not given)
    4%	4%	0%
13: N#CC1(NC(=O)COC(=O)c2cc(=O)[nH]c3ccccc23)CCCCC1
    -1%	-8%	-2%
14: CC(=O)c1ccc(N2CCN(C(=O)CCc3ccccc3)CC2)cc1
    -3%	.	1%
15: CN1CCN(S(=O)(=O)c2cccc(S(=O)(=O)c3ccc(Cl)cc3)c2)CC1
    -12%	3%	-8%
16: O=C(COc1ccccc1)N(CCc1ccccc1)c1nc(-c2ccc(F)cc2)cs1
    8%	1%	-14%
17: COc1cc(NC(=O)c2cc(CC(C)C)on2)c(OC)cc1Cl
    12%	8%	-14%
18: CC(=O)N1CCN(c2ccc(NC(=O)c3ccc4ccccc4c3)cc2)CC1
    1%	.	-1%
19: O=C(CSc1nnc(C2CC2)n1-c1ccccc1)NCCc1ccc(F)cc1
    ?	5%	-4%
20: O=C(NCc1ccc(S(=O)(=O)Nc2ccccc2Cl)s1)c1ccccc1
    -1%	1%	-2%

Profiles, looked up by structure. Order of screens: N370S GC, TDP1 inh, FEN1 inhibitor
Cc1nc(SCC(=O)NC2CCCCC2C)nc(C)c1C (stereo not given) in the list: ., 0%, -10%
CN1CCN(S(=O)(=O)c2cccc(S(=O)(=O)c3ccc(Cl)cc3)c2)CC1 in the list: -12%, 3%, -8%
OC(C#CCCN1CCCCC1)(c1ccccc1)C1CCCCC1 (stereo not given) in the list: 4%, 4%, 0%
Cc1ccc(C)n1NC(=O)c1ccccc1O in the list: -14%, 5%, -5%

More entries follow.
Values in the order: N370S GC	TDP1 inh	FEN1 inhibitor
21: COc1ccc(S(=O)(=O)N2CCCOC2CNC(=O)C(=O)NCCCn2ccnc2)cc1 (stereo not given)
    1%	0%	-2%
22: CCOC(=O)NC(=O)C(=CNc1cccc(C)c1)C(=O)NC(=O)OCC
    6%	-3%	-5%
23: CCOC(=O)c1ccccc1NC(=O)c1cn(CC(C)C)c(=O)c2cc(OC)c(OC)cc12
    .	-3%	19%
24: CC(NC(=O)CN1C(=O)COc2ccc(S(=O)(=O)N3CCCCCC3)cc21)c1ccccc1 (stereo not given)
    .	3%	-4%
25: CN(Cc1ccco1)C(=O)CN1C(=O)NC2(CCCC2)C1=O
    .	-14%	14%
26: Cc1ccc(/C=N/NC(=O)Cn2cncn2)cc1
    0%	-4%	-9%
27: Cc1nc2ccc(Cc3ccc4nc(C)[nH]c4c3)cc2[nH]1
    -4%	-1%	-2%
28: O=C(NCc1ccc(Cl)cc1Cl)c1ccccn1
    14%	1%	4%
29: CCc1ccc(OCC(=O)NC(NC(=S)Nc2ccccc2)C(Cl)(Cl)Cl)cc1 (stereo not given)
    3%	5%	0%
30: CCC1CCCCN1CCCNC(=O)C1CCC(CNS(=O)(=O)c2c(C)cc(C)cc2C)CC1 (stereo not given)
    -17%	0%	16%
31: O=C1c2ccccc2S(=O)(=O)N1CCOc1ccccc1
    8%	0%	10%
32: COc1cc(Cl)c(S(=O)(=O)N2CCCC2)cc1Cl
    3%	-3%	0%
33: CCN(CC)S(=O)(=O)c1ccc(C(=O)NNC(=O)C2COc3ccccc3O2)cc1 (stereo not given)
    .	0%	-22%
34: COc1ccc(NC(=S)N2CCN(C(=O)c3ccco3)CC2)cc1
    -13%	.	-13%
35: Cc1cn2c(=O)cc(COC(=O)c3ccc(NC(=O)COc4ccccc4C)cc3)nc2s1
    .	1%	18%
36: COc1ccc(Cl)cc1NC(=O)CN(C)C(=O)CCc1nc2ccccc2c(=O)[nH]1
    .	1%	-3%
37: CCOC(=O)c1ccccc1NC(=O)c1cc2c(=O)oc3ccc(C)cc3c2s1
    .	6%	-4%
38: CCOc1cc(/C=C2/N=C(c3ccc(C(C)(C)C)cc3)OC2=O)cc(Cl)c1OS(C)(=O)=O
    -15%	3%	-9%
39: CCOC(=O)C1(Cc2cccc(F)c2)CCN(Cc2ccc(COC)o2)CC1
    -2%	7%	0%
40: CN(C)S(=O)(=O)c1ccc(N2CCCC2)c(C(=O)NCc2ccccc2)c1
    10%	-2%	-3%

Additional entries.
Values in the order: N370S GC	TDP1 inh	FEN1 inhibitor
41: COc1ccc(C(C)=O)cc1CC(=O)Nc1ccc2c(c1)CCC2
    -11%	-5%	-4%
42: COC(=O)c1ccc(C(=O)O)nc1
    -17%	-6%	1%
43: Cc1cccc(C(=O)NCC(=O)OCC(=O)NC2CCCCCCC2)c1
    -5%	0%	11%
44: Cc1ccc(S(=O)(=O)N2CCOCC2)cc1NC(=O)CSc1nnc2cc(C)c3ccccc3n12
    -8%	3%	2%
45: O=C(CCNC(=O)c1ccccc1)Nc1cccnc1
    4%	0%	0%
46: CCN(CC)c1ccc2cc(C=O)c(=O)oc2c1
    -8%	0%	-7%
47: Cc1cc(NC(=O)CSc2nnc(-c3ccc(Cl)s3)o2)no1
    -6%	10%	26%
48: COc1cccc(NC(=O)c2ccc3nc(C)sc3c2)c1
    -8%	1%	-2%
49: CC(C)CNC(=O)c1ccccc1NC(=O)c1ccccc1N(C)S(=O)(=O)c1ccccc1
    6%	1%	-2%
50: CCOC(=O)N1CCC(NC(=O)CSCc2nc(-c3sccc3C)oc2C)CC1
    6%	1%	16%
51: CCOCCCNC(=O)C(c1ccc(OC)cc1)N(Cc1cccs1)C(=O)c1ccc(NC(C)=O)cc1 (stereo not given)
    .	3%	-3%
52: COc1ccc(/C=C2\SC(=S)N(CCC(=O)NCCCn3ccnc3)C2=O)cc1
    -28%	7%	-3%
53: O=C(NNC1=NCCCCC1)c1cccc([N+](=O)[O-])c1
    -3%	1%	11%
54: COc1ccc(CC(=O)NC(c2ccccc2)c2ccc(C)cc2)c(OC)c1 (stereo not given)
    -2%	.	1%
55: Cn1c(CCNC(=O)c2ccco2)nc2cc(NC(=O)c3ccccc3Cl)ccc21
    -1%	-3%	18%
56: CNC(=S)N(Cc1ccc(OC)cc1)C1CC(=O)N(c2ccc(Cl)cc2)C1=O (stereo not given)
    ?	5%	-3%
57: Cc1ccc(Cn2cnc3c(oc4ccccc43)c2=O)cc1
    .	3%	-9%
58: N=C1SCC(=O)N1c1ncc(Cc2cccc(Cl)c2)s1
    3%	8%	4%
59: Cc1ccc(Cl)cc1-c1ccc(C=Nc2ccc(N3CCOCC3)cc2)o1
    6%	-3%	-9%
60: Cc1ccc(-c2nc3cccnc3s2)cc1NC(=O)Cc1ccccc1
    .	10%	-1%

Rewritten with each value named: entries from further up
[30] CCC1CCCCN1CCCNC(=O)C1CCC(CNS(=O)(=O)c2c(C)cc(C)cc2C)CC1 (stereo not given)
  N370S GC: -17%
  TDP1 inh: 0%
  FEN1 inhibitor: 16%

[13] N#CC1(NC(=O)COC(=O)c2cc(=O)[nH]c3ccccc23)CCCCC1
  N370S GC: -1%
  TDP1 inh: -8%
  FEN1 inhibitor: -2%

The list continues.
Values in the order: N370S GC	TDP1 inh	FEN1 inhibitor
61: CCOc1ccc(NC(=O)CN2CCCC2c2cccs2)cc1S(=O)(=O)N1CCCCC1 (stereo not given)
    .	1%[56.1 µM]	0%
62: CCOc1cc(/C=C2/C(=N)N3C(=NC2=O)SN=C3S(=O)(=O)CC)ccc1OC(=O)c1ccco1
    -5%	6%	-4%
63: Cc1ccc2[nH]c3c(c2c1)CC/C(=C/c1ccccc1)C3=O
    12%	3%	6%
64: Cc1nc(NCc2cccnc2)c2c3c(sc2n1)CC(C)CC3 (stereo not given)
    0%	6%	-24%
65: Cc1ccc(S(=O)(=O)N2CCN(C(=O)COc3ccc(NC(=O)c4ccco4)cc3)CC2)cc1
    .	6%	-4%
66: O=C(CN(C(=O)CCC(=O)Nc1ccccn1)c1ccccc1F)NCc1ccc2c(c1)OCO2
    -11%	2%[0.0935 µM]	-2%
67: COc1ccc(S(=O)(=O)Nc2ccc(N3CCOCC3)cc2)cc1
    0%	.	16%
68: Cc1ccc(S(=O)(=O)Nc2ccc(O)c3cccnc23)cc1
    0%	?	8%
69: c1ccc2c(Nc3nc4c(s3)CCCC4)cccc2c1
    -25%	10%	11%
70: COc1ccccc1/C=[N+](\[O-])C1SC(=S)N(C)C1(C)C (stereo not given)
    -7%	.	-17%
71: CN1CCN(C(=O)CN(c2ccccc2)S(=O)(=O)N(C)C)CC1
    3%	3%	3%
72: O=C(NCc1cccc(F)c1)C1CCN(c2nn3cc(-c4ccc(F)cc4)nc3s2)CC1
    .	1%	-2%
73: c1coc(CNc2nc[n+]3c4c2ncn4CC3)c1
    .	0%	19%
74: COc1ccc(CCNC(=O)Cn2nc(C)n3c(cc4cc(F)ccc43)c2=O)cc1OC
    .	4%	29%
75: COc1cc(C(=O)N2CCN(CCc3ccncc3)CC2)cc(OC)c1OC
    .	-2%	-1%
76: S=C(NCCc1cccc(Cl)c1)NCc1ccccc1
    8%	0%	.
77: CNS(=O)(=O)c1cc(C(=O)OCC(=O)NC2CCCc3ccccc32)ccc1Cl (stereo not given)
    3%	-6%	-3%
78: NCC(O)COc1ccc2c(c1)OCO2 (stereo not given)
    16%	-10%	-2%
79: N#Cc1c(-c2ccco2)ccn(Cc2cccc(F)c2)c1=O
    7%	3%	1%
80: Cc1nc(C(=O)NCCC(C)C)sc1C1(C)CC(c2ccccc2)=NO1 (stereo not given)
    ?	4%	1%

Following part.
Values in the order: N370S GC	TDP1 inh	FEN1 inhibitor
81: CCc1nccn1S(=O)(=O)c1cccc([N+](=O)[O-])c1
    3%	2%	-2%
82: O=C1N(S(=O)(=O)c2ccccc2F)C(=O)C2(CCCC2)N1S(=O)(=O)c1ccccc1F
    -3%	2%	-2%
83: CCCn1c(O)c2ccc(C(=O)N=NC(=O)c3cccnc3)cc2c1O
    -11%	4%	-10%
84: c1cnc2ccc(C(c3nnnn3C3CCCCC3)N3CCN4CCCC4C3)cc2c1 (stereo not given)
    -2%	2%	-8%
85: O=C(CN1CCOCC1)Nc1ccccc1Cl
    -3%	0%	7%
86: CC(=O)Nc1ccc(S(=O)(=O)N2CCN(S(=O)(=O)c3ccc(F)c(F)c3F)CC2)cc1
    -13%	.	5%
87: O=C(C[n+]1cc(-c2ccc(Cl)c(Cl)c2)n2c1CCC2)OCc1ccccc1
    -2%	-5%	0%
88: O=C(NCCc1ccccc1)C1CCCN(c2nc3ccccc3s2)C1 (stereo not given)
    -3%	14%	-16%
89: O=C(CCCCCN1C(=O)c2ccccc2C1=O)Nc1ccc(F)cc1
    -2%	2%	-10%
90: O=C1CCC=C1[C@@H](O)CCc1ccccc1
    0%[12.8 µM]	4%[21 µM]	.
91: COc1cc(C(=O)OCC(=O)N(C)C)cc(NC(=O)c2ccco2)c1OC
    12%	-2%	-5%
92: Cc1cccc(N2CCN(C(=O)c3ccc(NC(=O)c4nsc5ccccc45)cc3)CC2C)c1 (stereo not given)
    .	0%	-16%
93: Cc1ccc(C)c(N2CCN(C(=O)c3ccc(N4CCOCC4)c([N+](=O)[O-])c3)CC2)c1
    -3%	13%	-26%
94: CCc1cc(C(N)=S)ccn1
    -1%	1%	21%&-9%
95: O=C(O)c1ccc(NS(=O)(=O)c2ccc3c(c2)OCCCO3)cc1
    -2%	-1%	19%
96: CN(CC(=O)Nc1ccccc1Br)C(=O)c1ccccc1Cc1ccccc1
    .	1%	5%
97: COc1ccc(OC)c(CNC(=O)C2CCCN(c3ncnc4c3nc3n4CCCCC3)C2)c1 (stereo not given)
    9%	4%	-5%
98: Cc1ccc(N2CN=c3s/c(=C\c4ccccn4)c(=O)n3C2)cc1
    0%	-2%	3%
99: Cc1ccc(NC(=O)c2cc(S(=O)(=O)N3CCc4ccccc43)ccc2F)cc1Cl
    .	3%	-6%
100: CCOc1ccc(N(CC(=O)N2CCC(Cc3ccccc3)CC2)S(C)(=O)=O)cc1
    11%	6%	-8%
101: CC(=O)Nc1ccc2nc(NC(=O)c3cccs3)sc2c1
    5%	2%	-27%
102: Cc1ccc(C)c(OCC(=O)Nc2nonc2NC(=O)COc2cc(C)ccc2C)c1
    -10%	3%	6%
103: CCCc1nc(N)c(C#N)c(N)c1C#N
    -7%	2%	4%

Outcome played no part in choosing rows. About 0.53% of those tested had a hit in this group.
